TEAD-YAP inh = TEAD-YAP interaction inhibition. HEK-TIYL cells, TEAD-Gal4/YAP UAS-luciferase luminescence. inhibition, % at 9.12 µM. hit rate 1.4% among 640,000. AID 1259422; in the data active means inhibition above about 32%;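 further: 0% = median of test compound wells and 100% = reference inhibitor wells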
GPR151 ag = human GPR151 activation; activation, % at 11.2 µM; Q8TDV0; AID 1508602; hit rate 1% among 650,000; PathHunter beta-arrestin GPR151 cells, luminescence; in the data active means activation above about 4.9%;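 further: 0% = median of compound wells and 100% = cells with positive control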
Target sequence (Q8TDV0 whole entry, looked up): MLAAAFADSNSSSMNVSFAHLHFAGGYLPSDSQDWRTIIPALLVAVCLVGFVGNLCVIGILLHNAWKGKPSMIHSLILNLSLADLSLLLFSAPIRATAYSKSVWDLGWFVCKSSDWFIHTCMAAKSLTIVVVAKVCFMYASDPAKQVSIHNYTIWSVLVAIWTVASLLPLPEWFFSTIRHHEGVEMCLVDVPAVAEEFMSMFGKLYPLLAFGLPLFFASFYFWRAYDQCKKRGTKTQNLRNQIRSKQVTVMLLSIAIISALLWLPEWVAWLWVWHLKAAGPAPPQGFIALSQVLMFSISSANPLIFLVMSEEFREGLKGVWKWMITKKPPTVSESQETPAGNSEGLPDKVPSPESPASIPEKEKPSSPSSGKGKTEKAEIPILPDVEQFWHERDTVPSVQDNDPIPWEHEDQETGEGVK
FBW7 act = activators of human E3 ligase FBW7; AID 1259310; normalized activity (activation), % at 26.1 µM; AlphaScreen FBW7–phospho-cyclin E peptide binding, activator screen; hit rate 0.13% among 650,000; in the data active means normalized activity above about 1.9%;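 further: purified mutant Fbw7 with reduced substrate affinity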
MITF inh = blocks human microphthalmia-associated transcription factor; hit rate 0.91% among 650,000; AlphaScreen MITF homodimerization, bead proximity signal; inhibition, % at 2.6 µM; O75030; in the data active means inhibition above about 50%;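 further: 0% = vehicle wells with protein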
Target sequence (O75030 whole entry, looked up): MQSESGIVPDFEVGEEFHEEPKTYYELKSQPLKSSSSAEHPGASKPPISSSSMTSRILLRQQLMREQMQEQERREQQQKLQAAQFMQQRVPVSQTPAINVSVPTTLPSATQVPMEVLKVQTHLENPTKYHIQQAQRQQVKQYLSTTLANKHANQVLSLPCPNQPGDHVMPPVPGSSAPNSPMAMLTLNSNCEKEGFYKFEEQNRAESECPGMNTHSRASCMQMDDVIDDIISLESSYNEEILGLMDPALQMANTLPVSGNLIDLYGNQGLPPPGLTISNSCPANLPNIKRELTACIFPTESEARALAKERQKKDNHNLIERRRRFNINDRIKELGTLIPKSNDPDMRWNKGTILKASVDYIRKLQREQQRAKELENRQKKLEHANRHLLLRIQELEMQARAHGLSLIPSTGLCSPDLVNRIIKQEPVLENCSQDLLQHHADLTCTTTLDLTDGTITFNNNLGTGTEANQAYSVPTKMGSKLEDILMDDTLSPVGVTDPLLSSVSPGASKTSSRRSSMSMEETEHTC
* marks the source's active call; other numbers are inactive results.

The line under a structure holds: MITF inh, TEAD-YAP inh, GPR151 ag, FBW7 act
> Cc1ccc(O)c(N/C=C2/CCCCC2=O)c1
→ -3.7, -11.0, 2.4, -0.1
> Cn1c(=O)c2[nH]c(NCc3ccccc3Cl)nc2n(C)c1=O
→ 21.3, 15.3, 0.0, 0.1
> COc1cc(Nc2nc(SCC(=O)Nc3cc(C)[nH]n3)nc3ccccc23)cc(OC)c1
→ -3.5, 6.3, 0.3, -0.1
> CC(C)[C@H]1NC(=O)[C@H]2CN(C(=O)c3cccc4ccccc34)CCN2C1=O
→ -4.5, -0.7, 0.4, 0.0
> O=C(NCCNC(=O)c1ccc2c(c1)OCO2)c1ccc2c(c1)OCO2
→ 9.0, -4.1, 0.2, 0.1
> COc1ccccc1NC(=O)CCC(=O)OCC(=O)c1ccc(Br)cc1
→ 8.7, 10.4, -1.7, -0.1
> C/C(N)=C(/C#N)C(=O)COC(=O)c1cccc(OC(F)F)c1
→ 9.3, 3.6, 1.4, 0.4
> COc1ccc(C(=O)N2CCCC2)cc1S(=O)(=O)N1CCC(C)CC1
→ -18.8, 8.9, 0.0, 0.1
> O=C(C1CCCC1)N(c1cccc(Cl)c1)C1C=CS(=O)(=O)C1 (stereo unspecified)
→ 6.8, -8.4, -1.2, 0.1
> OCCN1CCN(c2cc(-c3cncc(Br)c3)nc(-c3ccccc3)n2)CC1
→ 13.3, 0.4, 2.4, 0.2
> N#C/C(=C/c1ccc(Br)o1)c1ccc(C#N)cc1
→ 21.6, -3.8, 0.2, 0.0
> CC(=O)Nc1ccc(NC(=O)CSc2ccc(-c3nc4ccccc4[nH]3)cn2)cc1
→ 7.6, -4.5, -3.7, -0.1
> O=C(C1CCCO1)N1CCC[C@@H]2CN(C/C=C/c3ccccc3)CC[C@H]21 (stereo partly specified)
→ 7.0, 5.7, -0.8, 0.0
> COc1ccc(-n2nc(C(=O)N3CCC(C(N)=O)CC3)c3ccccc3c2=O)c(OC)c1
→ 11.6, 4.7, -0.2, 0.7
> CC(C)(C)C(=O)Nc1nnc(COc2ccccc2)s1
→ 9.4, -27.7, 1.0, -0.2
> Cc1cccc(-n2ccnc2CN2CCN(Cc3cccs3)C(CCO)C2)c1 (stereo unspecified)
→ 4.4, -4.7, -0.2, -0.1
> O=C(C1CC(Cc2ccc3c(c2)OCO3)=NO1)N1CCCN(c2nc3ccccc3o2)CC1 (stereo unspecified)
→ 15.4, -17.6, 0.1, 0.1
> COc1ccccc1CN1C[C@@H]2C[C@@H](c3ccc(F)cc3)N3CCC[C@@]23C1=O
→ -7.3, 3.6, -0.6, -0.1
> Cn1c(=O)c2c(ncn2CC(=O)Nc2ccccc2)n(C)c1=O
→ -3.5, -17.4, 2.6, -0.1
> COc1ccccc1CN1CCN(Cc2ccc3ccccc3c2)CC1
→ 77.7*, 6.1, 0.2, -0.2
> S=c1[nH]nc(CSc2ccc(Br)cc2)n1-c1ccccc1
→ 9.1, 2.6, -1.5, 0.0
> CCOC(=O)C1=C(C)N=c2s/c(=C/c3ccc(N(C)C)cc3)c(=O)n2C1c1ccc2c(c1)OCO2 (stereo unspecified)
→ -3.5, 3.1, -1.6, 0.0
> O=C(COC(=O)C1CC(=O)N(c2ccc(Br)cc2)C1)c1ccc(Br)cc1 (stereo unspecified)
→ -6.0, 1.2, 1.1, 0.1
> COc1cc(C(=O)Nc2ccc(O)c(C)c2C)cc(OC)c1OC
→ -10.2, -3.9, 2.2, -0.1
> CC(Nc1cc(N2CCN(C(=O)c3cccc(F)c3)CC2)ccc1[N+](=O)[O-])c1ccccc1 (stereo unspecified)
→ 14.6, 2.0, -0.3, 0.1
> C=CCN(c1ccccc1)S(=O)(=O)c1ccc(F)c(C(=O)Nc2ccc(Cl)cc2C(F)(F)F)c1
→ 15.9, 6.8, -1.2, 0.0
> COc1ccc(/C=N/NC(=O)C(=O)Nc2cccc(C(F)(F)F)c2)cc1OC
→ 3.0, 1.9, 0.7, 0.0
> CC(NC(=O)C(=O)Nc1ccc(F)cc1F)c1ccccc1 (stereo unspecified)
→ 7.8, -7.9, -2.1, 0.1
> COC(=O)/C(=C(/C)c1ccccc1)[N+](=O)[O-]
→ 6.2, 11.7, 2.0, -0.1
> CC(=O)Oc1cc(C(=O)OCC(=O)Nc2ccc(C)cc2)cc(OC(C)=O)c1OC(C)=O
→ 79.7*, -5.3, 0.7, -0.5
> Cc1[nH]nc2c1C(c1ccc(OCc3ccccc3)cc1)C(C#N)=C(N)O2 (stereo unspecified)
→ 7.9, -19.1, -0.1, 0.1
> CCNC(=O)C1CN(S(=O)(=O)c2ccccc2)CCN1S(=O)(=O)c1ccccc1 (stereo unspecified)
→ 2.1, -6.0, -0.7, 0.2
> O=C(O)CCc1ccc(-c2cnn3c(NCc4ccc(F)cc4)ccnc23)cc1
→ 2.0, -2.2, -1.8, -0.4
> O=C(c1ccccc1)c1ccccc1Nc1nc(-c2ccccc2)c2cc(Br)ccc2n1
→ -3.2, -5.2, 2.0, -0.1
> CCCCC(CC)CNC(=O)C(=O)NCc1ccc(C)cc1 (stereo unspecified)
→ 12.7, 6.5, 0.2, 0.1
> O=C(NCCN1CCCC1)c1cc(C2COc3ccccc3O2)nc2ccc(-c3cn[nH]c3)cc12 (stereo unspecified)
→ 5.3, 2.4, 0.5, -0.1
> CC(C)Cn1c(N2CCN(C(=O)c3cccs3)CC2)nc2ccccc21
→ 4.0, -2.0, 0.0, 0.3
> COc1ccc(C2C(C(=O)N3CCN(c4ccccn4)CC3)c3ccccc3C(=O)N2Cc2ccc(F)cc2)cc1 (stereo unspecified)
→ -1.2, 1.1, 0.5, 0.0
> COc1cccc(CN2CCN(Cc3ccccc3)C(CCO)C2)c1O (stereo unspecified)
→ 1.7, 6.2, -0.6, -0.1
> COc1ccccc1-n1c(SCC(=O)N(c2ccccc2)C(C)C)nc2sc3c(c2c1=O)CCCC3
→ 12.9, -6.7, 0.2, 0.4
> Cc1oc(CSCCSCc2cc(C(=O)O)c(C)o2)cc1C(=O)O
→ -6.0, 4.1, 0.3, -0.1
> CCC(C)NC(=O)Cn1c(C)cc2ccccc2c1=O (stereo unspecified)
→ -11.6, -3.5, 1.3, -0.1
> COc1ccc(-c2noc(NC3CC3)n2)cc1OC
→ 11.4, -29.0, -1.9, -0.1
> CCOC(=O)c1c(NC(=O)CSc2nnc(CNC(=O)c3ccccc3OC)n2-c2cccc(Cl)c2)sc2c1CCCC2
→ 0.0, -2.0, 1.7, -0.1
> Cc1cc(F)ccc1S(=O)(=O)Nc1ccc(I)cc1
→ 3.3, -3.9, 1.2, 0.2
> CC(C)[C@H](CO)n1c(=O)[nH]c2ncc(-c3ccsc3)nc21
→ 26.9, -2.7, 2.3, -0.4
> O=C(NCCN=Cc1cccnc1)c1ccccc1
→ 5.1, 7.1, -0.5, 0.2
> O=C1CCCN1CCNC(=S)Nc1ccccc1
→ 1.4, -4.3, 0.3, -0.3
> Cc1ccc(S(=O)(=O)N(CC(O)CN(C)C)c2cccc([N+](=O)[O-])c2)cc1 (stereo unspecified)
→ 25.6, 3.8, -0.4, 0.2
> Cc1cc2c(c(=O)o1)C(c1ccc(Cl)cc1)C(C#N)=C(N)O2 (stereo unspecified)
→ 5.3, 1.3, 0.0, 0.1
> CC(=O)Oc1ccc(N(C(C)=O)S(=O)(=O)c2ccc(F)cc2C)cc1
→ -4.8, -5.8, -0.8, 0.0
> Cc1ccccc1CNC1CC(C)(C)NC(C)(C)C1
→ -7.7, -2.1, 0.5, 0.2
> O=c1oc2ccc3ccccc3c2cc1-c1nc(-c2cccs2)cs1
→ 8.7, 4.0, 1.0, 0.3
> CC1CC(=O)NN=C1c1ccc(N)c(N)c1 (stereo unspecified)
→ 4.9, -102.3, 1.2, 0.0
> COCCN1C(=O)CC(NNC(=O)c2ccc(OCCC(C)C)c(OC)c2)C1=O (stereo unspecified)
→ 6.2, 13.3, -0.2, 0.1
> COc1cc(-c2nc(C=Nc3ccc(Cl)cc3C)c(O)o2)cc(OC)c1OC
→ -16.6, -5.2, -0.7, -0.1
> C(=N/c1nccs1)/Nc1nccs1
→ -1.6, -9.7, -0.9, 0.1
> NC(=O)COc1ccc(C(=O)c2ccc(F)cc2)cc1
→ 10.6, -2.0, 1.4, 0.0
> COc1ccccc1C(=O)N=c1sc2cc(S(C)(=O)=O)ccc2n1C
→ -16.5, 0.6, 0.4, 0.1
> COc1ccc(CNc2ccc3ncc(-c4ccccc4OC)n3n2)cc1
→ 14.0, -0.1, -0.4, 0.9

Reformatted with tabs: 4 of the compounds above
Structure	MITF inh	TEAD-YAP inh	GPR151 ag	FBW7 act
Cc1cc2c(c(=O)o1)C(c1ccc(Cl)cc1)C(C#N)=C(N)O2 (stereo unspecified)	5.3	1.3	0.0	0.1
CC(=O)Oc1ccc(N(C(C)=O)S(=O)(=O)c2ccc(F)cc2C)cc1	-4.8	-5.8	-0.8	0.0
Cc1ccccc1CNC1CC(C)(C)NC(C)(C)C1	-7.7	-2.1	0.5	0.2
O=c1oc2ccc3ccccc3c2cc1-c1nc(-c2cccs2)cs1	8.7	4.0	1.0	0.3

Next part:
The line under a structure holds: MITF inh, TEAD-YAP inh, GPR151 ag, FBW7 act
> O=C1NC2(CCN(CC(=O)N3CCCC4CCCCC43)CC2)Oc2ccccc21 (stereo unspecified)
→ 1.0, 22.2, 0.0, -0.1
> Cc1nnc(CN(C)C(=O)CC2C(=O)NCCN2Cc2cccc(Oc3ccccc3)c2)o1 (stereo unspecified)
→ -3.0, 0.7, 0.4, 0.0
> Cc1ccc(F)cc1NC(=O)Cn1c2ccccc2c(=O)c2ccc(Cl)cc21
→ -8.3, -3.8, 0.7, 0.1
> CCC(Sc1n[nH]c(N)n1)C(=O)Nc1ccccc1C#N (stereo unspecified)
→ -9.9, -0.2, -0.8, -0.1
> CCOC(=O)CSc1nc2ccccc2c(=O)n1CC
→ 6.5, 4.2, -0.3, -0.1
> Cc1oc2ccc(NS(=O)(=O)c3ccccc3)cc2c1C(=O)OC(C)C
→ -6.2, 10.5, 1.7, 0.0
> Nc1ccc(Sc2ccccc2[N+](=O)[O-])cc1
→ -0.4, -0.2, 0.2, -0.3
> CCCCNC(=O)Cn1cnc2sc(C)c(S(=O)(=O)N3CCOCC3)c2c1=O
→ -11.9, -5.1, -0.7, 0.0
> COC(=O)c1ccc(C(=O)OC)c(NC(=O)c2cc3c(ccc4ccccc43)oc2=O)c1
→ 11.3, 6.7, -0.9, 0.8
> O=C(NCCc1nc2ccccc2[nH]1)Nc1ccccc1
→ 7.2, 2.3, -1.1, -0.1
> CCOC(=O)c1cnc2c(OC)cccc2c1NCCC1=CCCCC1
→ 4.5, 19.0, 0.8, 0.0
> CCc1ccc(C(=O)CCC(=O)NNC(=O)Cc2nc3ccccc3n2C)cc1
→ 1.5, 0.1, -1.5, -0.2
> COc1ccc(C(=O)c2coc3ccc(OC(C)=O)cc23)cc1
→ -31.2, -6.8, -6.2, -0.2
> O=C(O)CCNc1c(Cl)cc(Cl)cc1C(=O)O
→ -4.0, -17.2, 1.0, 0.1
> CC(C)C[C@H]1NC(=O)[C@@H]2C[C@H](NC(=O)Nc3cccc(Cl)c3Cl)CN2C1=O
→ 5.9, 9.7, 0.4, 0.0
> CCOC(=O)c1c(SCc2ccc(Cl)c(Cl)c2)nc(=O)[nH]c1C
→ -14.6, -5.6, 2.7, 0.1
> COc1cc(C2CC2)c([N+](=O)[O-])cc1OC
→ 15.5, 9.0, 2.1, -0.1
> C=CCNC1CCN(c2ccc(CC(=O)NCCc3ccccc3OC)cc2)CC1
→ -9.3, 0.1, -1.1, -0.3
> CC(=O)c1cccc(N2C(=O)/C(=C\c3ccc(C)o3)SC2=S)c1
→ 5.6, -0.1, 0.3, -0.1
> Cc1ccccc1C(=O)Nc1ccc2c(C)cc(=O)oc2c1
→ 7.1, -63.0, -1.1, 0.1
> Cc1cc(C)c(C(=O)c2ccccc2)cc1C(=O)c1ccccc1
→ -4.9, -1.5, -0.3, 0.0
> CCOc1ccc2c(=O)c(-c3ccccc3OC)c(C)oc2c1
→ 9.2, -11.8, -0.1, 0.1
> COc1cc(OC)c(C(=O)OCC(=O)NCC(F)(F)F)cc1OC
→ -3.9, -1.3, 0.8, 0.5
> CCOCCCNC(=O)CN1C(=O)/C(=C\c2cccc(Cl)c2)Sc2ccccc21
→ 6.5, 5.5, -1.2, 0.6
> O=C(/C=C/c1ccccc1[N+](=O)[O-])NCc1ccncc1
→ 5.0, -10.2, -0.2, 0.0

Whole records from above. Screens in order: MITF inh | TEAD-YAP inh | GPR151 ag | FBW7 act
COC(=O)c1ccc(C(=O)OC)c(NC(=O)c2cc3c(ccc4ccccc43)oc2=O)c1 is listed with 11.3 | 6.7 | -0.9 | 0.8
Cc1nnc(CN(C)C(=O)CC2C(=O)NCCN2Cc2cccc(Oc3ccccc3)c2)o1 (stereo unspecified) is listed with -3.0 | 0.7 | 0.4 | 0.0
Cc1ccccc1C(=O)Nc1ccc2c(C)cc(=O)oc2c1 is listed with 7.1 | -63.0 | -1.1 | 0.1

Compound activity: PubChem BioAssay, The Scripps Research Institute Molecular Screening Center
